# PP5 primary: PP5 (human) phosphatase inhibition. inhibition, % at 6.7 µM. purified PP5c, OMFP substrate fluorescence. hit rate 0.18% among 320,000. P53041. AID 1987;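 active = inhibition above the campaign's mean inhibition across all tested compounds plus 3 SD, cut at about 9.5% in these data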;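 also: 0% = DMSO only and 100% = 100 µM cantharidin control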
# proCasp7 act: counter-screen for procaspase-3 activators: activators of human procaspase-7; P55210; recombinant procaspase-7, Ac-DEVD-pNA absorbance 405 nm; D23A/D198A/D206A triple mutant, cannot self-cleave; scale: DMSO 0, 5 µM enzyme 100; activation, % at 8.5 µM; hit rate 0.093% among 330,000; AID 463210;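 active = percent activation above the screen-wide mean plus 3 SD, cut at about 25% in these data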
#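 Replicates: singlicate. Assay system: Procaspase-7 triple mutant (PC-7 D3A). Signal: 405 nm absorbance of p-nitroaniline. Times: 1 h preincubation, 2 h reaction. Buffer or medium: Zinc-free HEPES pH 7.4 with 300 mM NaCl, 0.01% Triton X-100. Also added: DEVD-pNA substrate. Benchmarks: DMSO wells as 0%, DMSO with 5 µM added PC-7 as 100%.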
# JMJD2C inh: blocks human GASC-1 demethylase activity; GST-JMJD2C(1-420) H3K9me3 demethylation, DELFIA europium; hit rate 0.069% among 330,000; inhibition, % at 2.35 µM;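 active = more than half of a compound's replicate wells show inhibition beyond 50%, single wells judged on their own value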;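 also: signal counts dimethyl H3K9 product captured on neutravidin plate; 0% = median of DMSO wells and 100% = 0.3 times that DMSO median; strong numbers were not always called active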
# Target sequence (Q9H3R0 1-420 limits assumed): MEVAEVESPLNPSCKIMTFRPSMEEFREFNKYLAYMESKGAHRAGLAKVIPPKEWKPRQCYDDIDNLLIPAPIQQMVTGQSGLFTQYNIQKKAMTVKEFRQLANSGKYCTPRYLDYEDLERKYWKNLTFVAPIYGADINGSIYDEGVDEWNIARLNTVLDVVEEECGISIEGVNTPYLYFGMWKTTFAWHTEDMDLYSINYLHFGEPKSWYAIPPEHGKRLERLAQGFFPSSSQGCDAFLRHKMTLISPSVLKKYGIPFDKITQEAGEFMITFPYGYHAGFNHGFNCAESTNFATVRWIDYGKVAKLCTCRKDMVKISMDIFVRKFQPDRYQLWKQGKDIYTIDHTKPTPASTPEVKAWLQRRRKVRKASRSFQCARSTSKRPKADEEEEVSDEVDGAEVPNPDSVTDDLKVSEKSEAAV
# VLA-4 inh: inhibition in a human VLA-4 binding assay; inhibition, % (about 7 µM as worked out from the volumes in the protocol); hit rate 0.2% among 330,000; AID 2557; VLA-4 expressing cells, ligand binding flow cytometry; in the data active = inhibition above about 50%
# PP1 counter: blocks human PP1-alpha phosphatase, a PP5 counter-screen. P62136. hit rate 0.9% among 320,000. inhibition, % at 6.7 µM. purified PP1alpha, OMFP fluorescence;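 active = inhibition above the mean inhibition of all tested compounds plus 3 SD, computed separately for each screening campaign, cut at about 15% in these data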
# Target sequence (P62136 whole entry, looked up): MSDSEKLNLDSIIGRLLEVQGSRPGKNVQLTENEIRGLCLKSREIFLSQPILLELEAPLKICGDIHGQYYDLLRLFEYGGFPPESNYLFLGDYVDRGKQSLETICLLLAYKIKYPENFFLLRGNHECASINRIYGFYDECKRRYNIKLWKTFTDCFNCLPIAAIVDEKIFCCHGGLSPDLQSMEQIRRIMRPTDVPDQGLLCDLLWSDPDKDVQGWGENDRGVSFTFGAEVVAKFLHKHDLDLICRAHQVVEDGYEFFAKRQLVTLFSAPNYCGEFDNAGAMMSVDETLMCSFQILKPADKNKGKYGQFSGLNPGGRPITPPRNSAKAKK
# HCV core dimer: HCV core protein dimerization inhibition. TR-FRET GST/Flag-core106 dimerization, 1536-well. inhibition, % at 5 µM. hit rate 0.33% among 300,000;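 active = inhibition above the mean of all tested compounds plus 3 SD, set per screening campaign, cut at about 45% in these data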
#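 assay system = GST-tagged and Flag-tagged HCV core protein residues 1-106 | controls = unlabelled core106 and no-GST-core106 wells | incubation = compound-protein-antibody incubation 4 h at 22.5 °C | probe or stimulus = Eu donor and XL665 acceptor anti-tag antibodies | read-out = % inhibition based on acceptor/donor emission ratio | signal = TR-FRET 671 and 617 nm emission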
# procasp3 activ: activators of human procaspase-3; recombinant procaspase-3 D3A, Ac-DEVD-pNA absorbance 405 nm; activation, % at 8.5 µM; hit rate 0.11% among 330,000; AID 463141;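 active = activation above the mean of all tested compounds plus 3 SD, cut at about 21% in these data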;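 also: 0% = DMSO alone and 100% = DMSO wells spiked with extra 5 µM PC-3 D3A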
# Target sequence (P42574 whole entry D9A/D28A/D175A): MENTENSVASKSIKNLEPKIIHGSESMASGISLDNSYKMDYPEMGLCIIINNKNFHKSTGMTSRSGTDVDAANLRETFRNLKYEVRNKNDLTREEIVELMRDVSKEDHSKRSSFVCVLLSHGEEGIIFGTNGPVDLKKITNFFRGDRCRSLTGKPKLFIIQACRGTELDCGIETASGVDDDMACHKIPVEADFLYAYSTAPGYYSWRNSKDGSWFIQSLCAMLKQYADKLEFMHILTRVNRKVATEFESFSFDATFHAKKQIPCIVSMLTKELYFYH
#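 assay system = Procaspase-3 D3A mutant | signal = absorbance at 405 nm, 0 and 120 min | times = 1 h preincubation plus 2 h reaction at 25 °C | repeats = single replicate | read-out = % activation between DMSO and enzyme-spiked controls | medium = Zinc-free HEPES saline buffer with Triton X-100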
# Fh CTSL1 inh: counter-screen for PFM18AAP inhibitors: inhibitors of F. hepatica cathepsin L1; recombinant F. hepatica cathepsin L1, Z-Leu-Arg-MCA fluorescence; inhibition, % at 5.96 µM; hit rate 0.49% among 300,000; AID 1906;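 active = inhibition above the mean of all tested compounds plus 3 SD, set per screening campaign, cut at about 17% in these data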;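 also: 0% = plate median of test compound wells and 100% = 1 µM Z-Phe-Ala-diazomethylketone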
# GRK2 inh: blocks RNA aptamer binding to human GRK2 | bead flow cytometry, FAM-aptamer displacement from GRK2 | inhibition of aptamer binding, % at 10 µM | hit rate 0.59% among 330,000 | AID 488847;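 active = inhibition of aptamer binding above 40%, roughly 3 SD of noise, on plates passing a quality check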;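 also: median bead fluorescence of bound FAM aptamer so fluorescent compounds give negative values; no value below 0 was filed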
# Starred values were filed as active, the others as inactive; · = no result given.
# Every second line gives: PP5 primary, proCasp7 act, JMJD2C inh, VLA-4 inh, PP1 counter, HCV core dimer, procasp3 activ, Fh CTSL1 inh, GRK2 inh
- CCC1CCCCN1Cc1nc2c(c(=O)n(C)c(=O)n2C)n1Cc1cccc2ccccc12 (configuration not stated)
 : 1.2, -2, 4, -10, -3, 13, 7, -3, 1
- CC(C)[C@H](NS(=O)(=O)c1ccccc1)C(=O)OCC(=O)Nc1ccc2c(c1)OCO2
 : 1.7, -3, 5, -8, -4, 2, 5, -21, 0
- CC(=O)c1ccc(N(C(=O)CNC(=O)c2cccs2)C(C(=O)NCC2CCCO2)c2ccccc2)cc1 (configuration not stated)
 : 1.1, -7, 0, 1, -5, -8, -5, 0, 4
- O=c1cc(-c2ccc3c(c2)OCO3)oc2ccccc12
 : 1.3, 2, 12, -5, 2, 4, 1, 4, 7
- Cc1cccc(C)c1NC(=O)CN(C)C(C)C(=O)Nc1ccccc1-c1ccccc1 (configuration not stated)
 : 1.7, 7, -2, 3, -1, 2, -4, -2, 1
- O=C(/C=C/c1ccc(Cl)cc1Cl)Nc1ccc(CN2CCOCC2)cc1
 : 4.5, -2, 17, 8, 0, -8, 7, 5, 2
- COCCN(C(=O)CNC(=O)c1ccco1)C(C(=O)NC1CCCC1)c1ccc(F)cc1 (configuration not stated)
 : 2.2, 1, 0, 3, -1, -4, 8, -1, 0
- Cc1ccc(S(=O)(=O)N2CCC(=O)N(C(COCc3ccc(Cl)c(Cl)c3)Cc3ccccc3)CC2)cc1 (configuration not stated)
 : 3.4, -10, 0, 25, 0, 3, -1, 0, 0
- O=C(CN(Cc1ccccc1)C(=O)c1csnn1)NCCc1ccccc1
 : 2.5, -1, -2, 9, 4, -4, -2, 6, 0
- CC1(C)Cc2ccccc2C(c2cc3ccccc3oc2=O)=N1
 : 0.4, 13, -1, -10, 0, 2, -3, 3, 0
- COc1ccccc1CNC(=O)COC(=O)C1CC1
 : 1.8, 0, 4, 4, -1, ·, 2, ·, 0
- CCc1ccc(C2=NN(c3ccc(S(N)(=O)=O)cc3)C(c3ccc(F)cc3)C2)cc1 (configuration not stated)
 : 12*, 27*, -6, -4, -2, 12, 59*, 2, 0
- Cc1cc(NC(=O)CSc2nc(-c3ccccc3)c(C#N)c(=O)[nH]2)no1
 : 0.8, 4, 0, 1, 2, 3, 1, 0, 0
- CCOc1ncccc1C(=O)N(CCC(C)C)c1c(N)n(Cc2ccccc2)c(=O)[nH]c1=O
 : ·, -3, 1, -9, ·, ·, 0, ·, 0
- Cc1nn(C)c(Cl)c1CN1CCCC(CO)(Cc2cccc(Cl)c2)C1 (configuration not stated)
 : 2.0, 9, -37, -1, -1, 7, 0, 4, 0
- CCOC(=O)N1CCN(Cc2nc3cc([N+](=O)[O-])ccc3n2CC)CC1
 : 1.5, -4, -4, -5, -3, 9, -1, -2, 0
- CCOC(=O)CN1NC2(CCCC(C)C2)NC1=S (configuration not stated)
 : -0.3, -37, 8, -3, -7, -4, -23, 1, 0
- C=CCn1c(SCC(=O)N2CCOCC2)nc2sc(CC)cc2c1=O
 : ·, -5, 3, -7, ·, ·, -6, ·, 0
- O=[N+]([O-])c1ccc(/C=N/Nc2nc(N3CCCC3)nc(N3CCCC3)n2)o1
 : 1.0, -6, 4, -11, 2, 17, 2, 5, 0
- CC1(c2nnc(-c3cccc(Cl)c3)o2)CC(c2ccccc2F)=NO1 (configuration not stated)
 : -8.2, -8, -49, 7, -8, -15, -2, 11, 6
- CC1(C)CC(=O)C2=C(C1)OC(/N=C/N1CCOCC1)=C(C#N)C2c1ccccc1 (configuration not stated)
 : 1.1, 3, 15, -3, -1, 2, 2, 0, 1
- COc1ccccc1NC(=O)c1ccc(NC(=O)CSc2nncn2C)cc1
 : 3.8, -2, 4, -11, -7, 2, -9, -9, 1
- Cc1occc1C(=O)NC(C)c1ccc2c(c1)OCO2 (configuration not stated)
 : -0.7, -3, -47, 8, -2, -5, -5, -4, 0
- COC(=O)c1ccc(CSc2nc3ccccc3c(=O)n2CC(C)C)o1
 : 3.0, -2, -7, 2, 3, 6, 5, 1, 0
- CC1CC1c1ccc(/C=C(\C#N)C(=O)Nc2ccc(Cl)cc2Cl)o1 (configuration not stated)
 : 2.2, -23, -13, 2, -3, -2, -11, 2, 1
- CCOc1cc(C(=O)Nc2cccc(OCC(=O)N3CCOCC3)c2)cc(OCC)c1OCC
 : -1.2, -7, -3, 5, -5, -8, -1, 5, 2
- C/C(Cl)=C\Cn1c(O)c(N=O)c2ccccc21
 : 0.1, 4, -11, -9, 4, 6, 12, -2, 10
- COc1ccc(CN2CCCC(C(=O)c3ccc(SC)cc3)C2)cc1Cn1cccn1 (configuration not stated)
 : 0.1, -8, 6, 9, -2, -4, 3, 1, 0
- COc1ccccc1Nc1nc(C)nc2c1oc1ccccc12
 : 0.4, 7, 3, 13, -1, 5, -4, 0, 2
- COC(=O)c1cc(S(=O)(=O)Nc2nn(C)c3cccc(F)c23)oc1C
 : 1.8, 11, 8, 5, -2, -2, -2, 2, 0
- Cc1occc1C(=O)Nc1ccccc1C#N
 : -1.1, 1, -3, -4, -1, 3, 6, 2, 0
- Clc1cccc(Cl)c1COc1ccccn1
 : 0.6, 0, -7, -1, -4, -4, -9, 1, 0
- CCc1ccc(OCC(=O)NNC(=O)c2ccc(NC(=O)C3CC3)cc2)cc1
 : 2.6, 0, 9, -7, 1, 1, 12, -15, 0
- CCCn1nnc(NC(=S)NC(=O)/C=C/c2ccc(Cl)cc2)n1
 : -2.4, -8, -16, -3, 7, -6, 4, 8, 0
- Cc1cccc(C(C)C)c1NC(=O)CN1C(=O)NC2(CCc3ccccc32)C1=O (configuration not stated)
 : 1.0, 0, -6, -5, -1, -9, 3, 1, 0
- Cc1ccc(-c2nn(C)c(=O)c3ccccc23)cc1CNC(=O)CSc1nc2ccccc2o1
 : 2.2, 14, -50, 12, -1, -6, 3, -2, 4
- COc1ccc(OCC(=O)NC(=S)Nc2ccc(S(=O)(=O)Nc3cc(C)on3)cc2)cc1
 : 2.8, 1, 1, 10, 1, 9, -1, -1, 0
- COc1ccc(C(=O)COC(=O)CCNS(=O)(=O)c2ccc(NC(C)=O)cc2)c(OC)c1
 : -0.1, 0, 1, 15, -3, 1, 14, -11, 0
- COc1cc(/C=N/Nc2nc3ccccc3[nH]2)cc(OC)c1O
 : 2.0, -30, -1, 0, 4, -53, -10, 11, 0
- O=C(Cn1nc(-c2ccc(Cl)cc2)ccc1=O)NCC1COCCO1 (configuration not stated)
 : -2.3, 8, 71*, -7, -1, -19, 2, 2, 1
- CCOC(=O)c1[nH]cnc1C(=O)Nc1ccc(Cl)cc1
 : 2.2, -5, -7, 8, 10, -1, 1, -1, 1
- O=C(/C=C/c1ccc([N+](=O)[O-])cc1)N(c1ccccn1)C1CCCCC1
 : 1.9, -35, 0, 6, 0, 12, -26, 3, 13
- Cc1ccc(N2CC(C(=O)Nc3nnc(SCc4cccnc4)s3)CC2=O)cc1 (configuration not stated)
 : 4.0, 4, 3, 2, -1, -2, 11, -4, 1
- O=C(Nc1cccnc1)c1ccc(NS(=O)(=O)c2cccc([N+](=O)[O-])c2)cc1
 : -1.5, 11, -10, -3, -4, 2, 4, -1, 0
- Cn1c(CNC(=O)C2CCC(=O)N(CCc3cccc(F)c3)C2)nc2ccccc21 (configuration not stated)
 : -2.3, 6, -12, 36, -6, 4, 9, -4, 0
- CN(C(=O)Nc1ccc(Cl)cc1)n1cnc2ccccc2c1=O
 : -2.4, 9, -2, 8, 0, 1, -12, 0, 0
- CN(C1CCS(=O)(=O)C1)S(=O)(=O)c1ccc(N2CCCC2=O)cc1 (configuration not stated)
 : 0.3, 5, 6, 1, 0, 3, 2, 0, 0
- Clc1nc(Cl)nc(-c2cn(-c3ccccc3)c3ccccc23)n1
 : -0.1, -3, 2, 19, 0, 6, 4, 3, 0
- COc1ccc(Br)cc1C(=O)Nc1ccc(NC(=O)c2ccco2)cc1
 : 0.1, 12, -2, 1, 0, 1, 11, 3, 0
- COc1ccc(CN2C(=O)C(Cc3ccccc3)Nc3ncnc(N4CCN(c5ccccc5)CC4)c32)cc1 (configuration not stated)
 : 1.6, 1, 55, 2, 6, 18, 1, 2, 0
- NC(=O)c1cccnc1Oc1cccc(Cl)c1
 : 3.5, -8, -3, -10, -5, 1, 7, 1, 0
- Cc1ccc(-c2cc(-c3ccccc3)nc(N(C)N)n2)cc1
 : 2.6, 1, -1, 10, -2, -7, 2, 3, 0
- CCOc1cc(N2CCOCC2)c(OCC)cc1NS(=O)(=O)c1cc(NC(C)=O)ccc1OC
 : 0.9, -10, -12, -1, -2, 0, 9, 1, 7
- O=C1c2ccccc2C(=O)N1c1cccc(-c2nc3ccccc3o2)c1
 : 3.2, 3, 6, 3, 0, 5, 6, -1, 0
- Cc1onc(-c2ccccc2Cl)c1C(=O)NCc1nc(-c2ccccc2)no1
 : 5.6, 15, -34, 13, 3, -6, 5, -3, 2
- O=Cc1cn(-c2ccccc2)nc1-c1cc2c(ccc3ccccc32)oc1=O
 : -2.0, -1, 4, 3, 0, 41, -5, 4, 0
- O=C(Cc1cccs1)N1CCN(S(=O)(=O)c2ccc(Cl)c(C(F)(F)F)c2)CC1
 : 1.0, -2, -3, 3, 1, ·, 5, ·, 0

# Grouped by structure, the entries above with an aryl thioether with sulfur outside any ring (7)
# Every second line gives: PP5 primary, proCasp7 act, JMJD2C inh, VLA-4 inh, PP1 counter, HCV core dimer, procasp3 activ, Fh CTSL1 inh, GRK2 inh
- Cc1cc(NC(=O)CSc2nc(-c3ccccc3)c(C#N)c(=O)[nH]2)no1
 : 0.8, 4, 0, 1, 2, 3, 1, 0, 0
- C=CCn1c(SCC(=O)N2CCOCC2)nc2sc(CC)cc2c1=O
 : ·, -5, 3, -7, ·, ·, -6, ·, 0
- COc1ccccc1NC(=O)c1ccc(NC(=O)CSc2nncn2C)cc1
 : 3.8, -2, 4, -11, -7, 2, -9, -9, 1
- COC(=O)c1ccc(CSc2nc3ccccc3c(=O)n2CC(C)C)o1
 : 3.0, -2, -7, 2, 3, 6, 5, 1, 0
- COc1ccc(CN2CCCC(C(=O)c3ccc(SC)cc3)C2)cc1Cn1cccn1 (configuration not stated)
 : 0.1, -8, 6, 9, -2, -4, 3, 1, 0
- Cc1ccc(-c2nn(C)c(=O)c3ccccc23)cc1CNC(=O)CSc1nc2ccccc2o1
 : 2.2, 14, -50, 12, -1, -6, 3, -2, 4
- Cc1ccc(N2CC(C(=O)Nc3nnc(SCc4cccnc4)s3)CC2=O)cc1 (configuration not stated)
 : 4.0, 4, 3, 2, -1, -2, 11, -4, 1

# Screening data as filed in PubChem.
